Rac1 act GTP bind – modulators of GTP binding to human Rac1 activated mutant. P63000. GST-Rac1 activated beads, fluorescent GTP binding, flow cytometry; actives lie on both sides; 100% means binding = to untreated wells. percent activity (GTP binding), % at 10 µM. 190,000 compounds, 0.11% hits. AID 764;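 active means GTP binding at least 20 percentage points away from the 100% baseline, in either direction, so actives lie on both sides; inconclusive means Compound likely fluorescent itself, or too few beads counted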
Rab2A wt mod – changes GTP binding to wildtype dog Rab2A, up or down. GST-Rab2 wt beads, Bodipy-GTP binding, flow cytometry. GTP binding activity, % at 10 µM. 190,000 compounds, 0.19% hits;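 active means GTP binding activity at least 20 points away from 100%, either lowered or raised; inconclusive means signal likely due to the compound's own green fluorescence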;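 further: 0% = beads with excess unlabeled GTP and 100% = no-compound control corrected for plate trend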
HRas wt GTP bind – modulators of GTP binding to human HRas wildtype | P01112 | GST-Ras wt beads, Bodipy-FL-GTP binding, flow cytometry; actives lie on both sides | GTP binding activity, % at 10 µM | 190,000 compounds, 0.14% hits;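 active means GTP binding activity at least 20% away from the 100% baseline, either lowered as inhibitor or raised as activator; inconclusive means flagged as likely green fluorescent, judged across all proteins in the well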;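 further: 0% = unlabeled GTP competition control and 100% = no-compound control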
Target sequence (P01112 whole entry, looked up): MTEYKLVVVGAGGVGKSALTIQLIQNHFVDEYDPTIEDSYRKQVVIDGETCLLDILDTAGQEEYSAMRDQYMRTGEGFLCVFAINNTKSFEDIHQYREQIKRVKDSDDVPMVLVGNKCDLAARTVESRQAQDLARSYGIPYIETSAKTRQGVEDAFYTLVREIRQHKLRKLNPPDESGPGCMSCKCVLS
Rac1 wt GTP bind – modulators of human Rac1 wildtype GTP binding | GTP binding activity (% of control), % at 10 µM | GST-Rac1 beads, fluorescent GTP binding, flow cytometry; actives lie on both sides; 0 = cold GTP competed, 100 = untreated | AID 757 | P63000 | 190,000 compounds, 0.27% hits;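 active means GTP binding activity at least 20 points away from the 100% control level, either lower or higher; inconclusive means compound flagged as likely green fluorescent, judged across all proteins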
Rab7 wt GTP bind – modulators of GTP binding to dog Rab7 wildtype GTPase; GTP binding activity (percent of control), % at 10 µM; 190,000 compounds, 0.055% hits; GST-Rab7 beads, fluorescent GTP binding, flow cytometry; actives lie on both sides; untreated = 100%, excess cold GTP = 0%;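 active means fluorescent GTP binding to Rab7 beads changed by at least 20 points from the 100% baseline, either direction, mostly lower; inconclusive means compound itself probably fluorescent, or too few beads counted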;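 further: median green fluorescence of bound Bodipy-FL-GTP per Rab7 bead population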
Mcl-1 Bim block – human Bim-Mcl-1 interaction inhibition. Q07820. Bead-based flow cytometry, Bim peptide-Mcl-1 binding. inhibition, % at 10 µM. 190,000 compounds, 0.1% hits. AID 1009; in the data active means inhibition above about 40%;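 further: 0% = no compound tracer wells and 100% = peptide blocker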
Target sequence (Q07820 whole entry, looked up): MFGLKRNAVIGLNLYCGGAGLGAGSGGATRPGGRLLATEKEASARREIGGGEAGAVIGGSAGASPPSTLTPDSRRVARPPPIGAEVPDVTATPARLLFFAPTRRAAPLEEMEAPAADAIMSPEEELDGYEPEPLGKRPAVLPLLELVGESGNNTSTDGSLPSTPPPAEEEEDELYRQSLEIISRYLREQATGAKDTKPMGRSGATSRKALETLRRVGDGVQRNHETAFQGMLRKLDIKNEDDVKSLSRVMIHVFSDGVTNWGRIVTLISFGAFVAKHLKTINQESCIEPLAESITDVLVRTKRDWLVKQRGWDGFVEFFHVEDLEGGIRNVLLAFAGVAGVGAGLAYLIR
Pf gametocyte – kills late stage P. falciparum gametocytes | P. falciparum stage V gametocytes, ATP luminescence, 24 h | inhibition, % at 10.9 µM | 150,000 compounds, 0.065% hits | AID 743093;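 active means inhibition above the mean plus 3 SD of compounds within the control limits, set per campaign, cut at about 38% in these data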;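 further: 0% = DMSO wells and 100% = medium only without gametocytes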
Mcl1 Noxa PPI – Mcl-1/Noxa interaction inhibition. Q07820. inhibition, % at 21.7 µM. 220,000 compounds, 1.5% hits. TR-FRET Mcl-1/Noxa peptide binding, 2 h;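 active means compounds that cut the protein-peptide binding signal by more than 50% relative to plate controls in a single-dose test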;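 further: His-tagged Mcl-1 with rhodamine Noxa BH3 peptide and terbium anti-His antibody; 0% = Mcl-1 plus Noxa peptide wells and 100% = peptide-only wells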
Cdc42 wt GTP – changes GTP binding to wildtype human Cdc42; GST-Cdc42 beads, Bodipy-GTP binding, flow cytometry; actives lie on both sides; AID 761; P60953; percent activity (GTP binding), % at 10 µM; 190,000 compounds, 0.2% hits;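 active means percent activity GTP binding at least 20 points away from the 100% baseline, either down as inhibitor or up as activator; inconclusive means compound flagged as likely green fluorescent from well-wide comparison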;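 further: median bead fluorescence of bound Bodipy-FL-GTP at 100 nM; 0% = excess unlabeled GTP control and 100% = no compound control; below 100% means less GTP binding so inhibitor and above means activator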
Target sequence (P60953 whole entry, looked up): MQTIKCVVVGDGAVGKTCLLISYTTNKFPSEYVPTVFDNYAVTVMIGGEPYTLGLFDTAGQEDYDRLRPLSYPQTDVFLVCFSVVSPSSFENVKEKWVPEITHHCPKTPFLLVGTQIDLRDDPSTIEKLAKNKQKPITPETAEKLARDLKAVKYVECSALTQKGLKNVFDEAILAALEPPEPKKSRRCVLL
Mcl1-Bid inh – disrupts binding of human Mcl-1 to Bid peptide; Q07820; inhibition, % at 21.7 µM; 220,000 compounds, 0.97% hits; TR-FRET Mcl-1/Bid-Dy647 peptide binding, 1536-well;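 active means compounds that cut the binding signal by more than half at the single screening dose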;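 further: His-tagged Mcl-1 with europium anti-His antibody binding Bid BH3 peptide; 0% = Mcl-1 plus peptide wells and 100% = peptide-only wells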
Avidin fluor – compound fluoresces at 488/530 nm on avidin beads | compound fluorescence 488/530 nm, flow cytometry; active compounds read high | fluorescence (KMESF) at 10 µM | AID 1775 | 220,000 compounds, 0.38% hits; in the data active means fluorescence above about 47; further: inactives centre near 10
Active calls of the source: *; ? = inconclusive; / = not tested or not shown.

Values run as follows: Rac1 act GTP bind, Rab2A wt mod, HRas wt GTP bind, Rac1 wt GTP bind, Rab7 wt GTP bind, Mcl-1 Bim block, Pf gametocyte, Mcl1 Noxa PPI, Cdc42 wt GTP, Mcl1-Bid inh, Avidin fluor
(1) C=CCNC(=O)COc1ccc(Br)cc1Cl
    100, 99, 99, 107, 98, -7, 2, 2, 102, -2, 42
(2) COc1ccc(-n2cnc3ccccc32)cc1
    ?, ?, ?, ?, ?, 0, /, 13, ?, -18, 16
(3) O=C1C(NS(=O)(=O)c2cccs2)=C(N2CCN(c3cccc(C(F)(F)F)c3)CC2)C(=O)c2ccccc21
    94, 101, 101, 96, 102, -2, /, 14, 99, -41, 20
(4) CCCCOc1ccc(C(=O)N/N=C/c2ccc(OCCN3CCCCC3)c(OC)c2)cc1
    102, 102, 103, 103, 98, -6, 7, 19, 100, -11, 17
(5) COc1cccc(C(=O)Nc2ccc(-c3nc4ccccc4o3)c(O)c2)c1
    ?, ?, ?, ?, ?, 0, /, 15, ?, 8, 38
(6) O=C(c1cc2ccccc2oc1=O)N(Cc1ccco1)CC1CCCO1 (centres undefined)
    97, 98, 98, 100, 97, 5, 6, -11, 98, 3, 10
(7) COC(=O)Nc1ccc(S(=O)(=O)N2CCC(C(=O)N3CCCC(C)C3)CC2)cc1 (centres undefined)
    98, 99, 98, 101, 100, 1, /, 10, 98, -15, 10
(8) O=C(CSCc1ccc(Cl)cc1)NCC1CCCO1 (centres undefined)
    98, 97, 100, 104, 98, -2, /, 0, 101, -1, 21
(9) COc1cc(/C=N/NC(=O)c2cc(C)oc2C)ccc1O
    91, 95, 89, 87, 93, -2, -3, 25, 92, -7, 8
(10) CCOc1ccc(-n2c(C)c(C(C)=O)c3cc(OCC(N)=O)ccc32)cc1
    93, 99, 95, 91, 99, -4, /, 9, 96, -21, 6
(11) Cc1cc2ncc(C(=O)N=CN(C)C)cn2n1
    98, 98, 98, 100, 100, -1, /, 4, 96, -3, 10
(12) Nc1ccc(-c2nnc(-c3ccc(-c4ccccc4)cc3)o2)cc1
    98, 99, 99, 100, 99, -2, /, 66*, 98, 44, 33
(13) Cc1ccc(CSc2ccc(-c3ccc4c(c3)OCO4)nn2)cc1
    98, 98, 98, 98, 100, -2, -1, 6, 98, -55, 17
(14) CS/C(=C\[N+](=O)[O-])Nc1ccc(F)cc1
    93, 96, 98, 96, 97, 0, /, 14, 100, -14, 14
(15) COc1ccc(NC(=O)C2CCN(C(=O)c3ccc(OC)cc3)CC2)cc1
    92, 98, 95, 97, 97, -5, -14, 8, 98, -17, 14
(16) CC1CCN(c2ccc(NC(=S)NC(=O)c3ccco3)cc2)CC1
    98, 98, 101, 100, 97, -3, /, 19, 102, -57, 8
(17) Cc1cc(NC(=O)c2ccc3c(c2)OCO3)ccc1NC(=O)c1ccco1
    100, 99, 101, 109, 101, 1, /, 4, 102, -18, 5
(18) COc1ccc(OC)c(C(=O)COC(=O)C2CC3CCCC(C2)C3=O)c1 (centres undefined)
    99, 102, 105, 111, 106, -4, 5, 6, 105, -31, 10
(19) COC(=O)c1ccccc1NC(=O)Cn1c(CCC(=O)O)ccc1-c1cccs1
    96, 97, 97, 96, 98, -2, /, 14, 96, -6, 6
(20) COc1ccc(CCNC(=O)c2ccc(Cl)cc2Cl)cc1
    94, 97, 98, 98, 99, 0, 6, 2, 96, -28, 6
(21) Cn1c(=O)cc(OCCCC(=O)NC2CCCC2)c2ccccc21
    96, 97, 99, 100, 98, -3, -47, 6, 102, 14, 9
(22) O=C(Cn1c(=O)n(CCCCC(=O)NC2CCCC2)c(=O)c2ccccc21)NCCC1=CCCCC1
    94, 96, 94, 96, 94, 5, -5, 5, 96, 0, 4
(23) CCC(CC)c1nnc(NC(=O)c2c(C)nn(Cc3ccccc3Cl)c2C)s1
    100, 98, 99, 99, 98, 4, 3, 14, 100, 4, 9
(24) Cc1cc(C)cc(CC2CC(=O)N(c3ccc4c(c3)OCCO4)C2=O)c1 (centres undefined)
    101, 100, 102, 103, 101, 4, /, 4, 100, -7, 18
(25) Cc1ccccc1S(=O)(=O)Cc1ccc(C(=O)N2CCN(C3CCCCC3)CC2)o1
    103, 104, 103, 105, 98, -3, /, -11, 106, 9, 14
(26) CC1CCCCN1c1cc(C#N)c(C#N)cc1[N+](=O)[O-] (centres undefined)
    99, 101, 100, 100, 97, 2, /, -13, 101, 0, 5
(27) O=C1CC(c2ccc(Cl)cc2)SC(N(c2ccccc2)c2ccccc2)=N1 (centres undefined)
    96, 95, 95, 97, 99, 0, /, 10, 94, -27, 4
(28) Cc1ccc(N2C(=O)c3cccc4c(Oc5ccccc5[N+](=O)[O-])ccc(c34)C2=O)c(C)c1
    99, 99, 98, 102, 91, -4, 15, 17, 101, -8, 14
(29) O=[N+]([O-])c1ccccc1N/N=C/c1ccc2c(c1)OCO2
    96, 96, 97, 100, 96, -1, -2, 3, 98, -31, 8
(30) Cc1cc(C)nc(NC(=O)c2cc([N+](=O)[O-])cc([N+](=O)[O-])c2)n1
    99, 97, 101, 105, 100, -1, /, 10, 104, -1, 23

Structures from the list above that contain fluorine:
Values run as follows: Rac1 act GTP bind, Rab2A wt mod, HRas wt GTP bind, Rac1 wt GTP bind, Rab7 wt GTP bind, Mcl-1 Bim block, Pf gametocyte, Mcl1 Noxa PPI, Cdc42 wt GTP, Mcl1-Bid inh, Avidin fluor
(3) O=C1C(NS(=O)(=O)c2cccs2)=C(N2CCN(c3cccc(C(F)(F)F)c3)CC2)C(=O)c2ccccc21
    94, 101, 101, 96, 102, -2, /, 14, 99, -41, 20
(14) CS/C(=C\[N+](=O)[O-])Nc1ccc(F)cc1
    93, 96, 98, 96, 97, 0, /, 14, 100, -14, 14

(listing goes on)
Values run as follows: Rac1 act GTP bind, Rab2A wt mod, HRas wt GTP bind, Rac1 wt GTP bind, Rab7 wt GTP bind, Mcl-1 Bim block, Pf gametocyte, Mcl1 Noxa PPI, Cdc42 wt GTP, Mcl1-Bid inh, Avidin fluor
(31) Cc1cc(C)c2c(=O)n(CC(=O)NCCCN3CCOCC3)sc2n1
    99, 101, 100, 104, 98, 0, /, 43, 102, -57, 10
(32) O=C(Nc1cccc(Cl)c1)OCc1cnc(Cl)s1
    99, 99, 100, 103, 102, -1, -5, 15, 98, 4, 15
(33) O=C(NC(=S)NCC1COc2ccccc2O1)c1ccccc1 (centres undefined)
    94, 95, 98, 100, 95, -3, /, 1, 100, -22, /
(34) Cc1nc(-n2[nH]c3c(c2=O)CCCC3)[nH]c(=O)c1Cc1ccccc1
    98, 98, 101, 100, 98, 0, /, -71, 103, -154, 36
(35) CCCCNCCOCCOc1ccc(C)cc1Br
    105, 102, 103, 104, 97, -1, 11, 25, 104, 15, 15
(36) CCOC(=O)c1[nH]c(C)c(/C(O)=C2\C(=O)C(=O)N(CCN(C)C)C2c2cccc(OC)c2OC)c1C (centres undefined)
    98, 96, 99, 100, 96, -4, /, 20, 101, -51, 15
(37) c1cncc(-c2nnc(C3CCCCC3)o2)c1
    ?, ?, ?, ?, ?, -2, -5, 0, ?, -8, 19
(38) Cc1nc(CSc2nnc3scc(-c4ccc(Cl)cc4)n23)cs1
    98, 100, 100, 99, 103, -1, 23, -1, 102, -10, 10
(39) O=C(CCN1c2ccccc2Sc2ccccc21)OCc1nnc(-c2ccccc2)o1
    93, 93, 96, 92, 92, -3, 8, -30, 94, -27, 9
(40) CC1CC(C)CN(C2CCN(Cc3cccnc3)CC2)C1 (centres undefined)
    100, 103, 103, 103, 102, -2, 4, 17, 105, 29, 15
(41) CC(C)(Oc1ccc(Cl)cc1)C(=O)NCc1ccco1
    96, 96, 97, 97, 99, -2, /, -1, 95, -7, 8
(42) Clc1ccccc1-c1nnc2sc(-c3ccco3)nn12
    100, 102, 103, 108, 104, -2, -3, 11, 104, -27, 8
(43) CCN(CC)CC(O)Cn1c2ccccc2c2ccccc21 (centres undefined)
    97, 96, 96, 102, 93, -5, /, 9, 101, -1, 34
(44) O=c1o[nH]c(-c2ccccc2)c1C1=NCCCCC1
    97, 99, 100, 103, 100, 0, 14, -6, 102, -18, 24
(45) Cn1cc(P(=S)(N2CCOCC2)N2CCOCC2)cc1P(=O)(N1CCOCC1)N1CCOCC1
    94, 99, 98, 99, 106, -16, 0, 3, 95, -23, 10
(46) COCc1cc(C)nc2sc3c(=O)n(Cc4ccco4)nnc3c12
    100, 99, 101, 104, 100, 0, /, 14, 103, -22, 6
(47) COc1ccc(NC(=O)/C(C#N)=C\C=C\c2ccco2)cc1
    99, 98, 99, 102, 100, -1, -12, 22, 102, 19, 12
(48) CC1CCCC(NC(=O)CCNS(=O)(=O)c2ccc(Br)cc2)C1C (centres undefined)
    96, 98, 98, 99, 105, 0, /, -6, 100, -11, 10
(49) COc1ccc(NC(=O)Nc2nnc(N3CCCCC3C)s2)cc1OC (centres undefined)
    97, 98, 98, 101, 104, -3, /, 16, 97, -16, 6
(50) CC1(C)Cc2c(c(N3CCOCC3)nc3sc4c(=O)[nH]cnc4c23)CS1
    99, 102, 104, 107, 102, -4, /, -5, 105, -11, 32
(51) CCN(CC)CC(=O)Nc1ccccc1SCC(=O)Nc1ccsc1C(=O)OC
    95, 98, 95, 96, 98, 1, 2, 11, 95, -44, 9
(52) CCn1cc(C(=O)NCCN(C)CCc2ccccc2)c(=O)c2cc(S(=O)(=O)N(C)C)ccc21
    100, 99, 97, 104, 99, 0, 4, 26, 102, -2, 4
(53) CC(/C=N/NC(=O)c1ccncc1)=C\c1ccco1
    95, 96, 98, 101, 95, 0, -1, 16, 99, -28, 5
(54) CCC(=O)Nc1ccc(NC(=O)C23CC4CC(CC(C4)C2)C3)cn1
    98, 100, 99, 102, 98, -1, /, 32, 104, 26, 28

Screens from PubChem BioAssay.

Compounds were not picked by outcome; 2.7% or so of the library scored in one or more.
